From PubChem BioAssay
APJ agonist: activates the human apelin receptor APJ | P35414 | CHO-K1 APJ PathHunter beta-arrestin, luminescence; 0% DMSO wells, 100% apelin | activation, % at 20 µM | hit rate 0.11% among 330,000 | AID 2520;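 active = activation more than six SD over the plate average, tested at 20 µM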;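 also: 0% = DMSO alone and 100% = apelin-13 at 10 nM; some results filed as inactive read as strong as hits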
Target sequence (P35414 whole entry, looked up): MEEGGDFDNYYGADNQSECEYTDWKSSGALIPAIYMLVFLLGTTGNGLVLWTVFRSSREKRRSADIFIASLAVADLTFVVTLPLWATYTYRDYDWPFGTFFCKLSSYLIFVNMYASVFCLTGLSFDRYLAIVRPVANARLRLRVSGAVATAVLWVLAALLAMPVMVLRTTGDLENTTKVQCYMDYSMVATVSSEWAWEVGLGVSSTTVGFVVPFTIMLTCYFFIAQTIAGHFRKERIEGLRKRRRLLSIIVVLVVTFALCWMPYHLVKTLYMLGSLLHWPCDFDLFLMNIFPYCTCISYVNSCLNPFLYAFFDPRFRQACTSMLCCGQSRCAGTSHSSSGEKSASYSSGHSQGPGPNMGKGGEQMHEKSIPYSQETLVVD
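Material: engineered CHO-K1 APJ arrestin reporter cells; amount: 1000 CHO-K1 reporter cells seeded per well; incubation: compound stimulation 90 min at 25 °C, detection 60 min; signal: luminescent beta-gal fragment complementation, chemiluminescent substrate; read-out basis: APJ agonist activity; controls: DMSO-only wells as negative, 10 nM Apelin-13 as positive control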
UPR CHOP act: apoptotic UPR (CHOP) activation. CHO-CHOP luciferase reporter, luminescence; percent of tunicamycin response over DMSO baseline. activation, % at 10 µM. hit rate 0.34% among 330,000. AID 449763;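 active = at 10 µM dose, activation of 40% or more, normalized to positive control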;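 also: 100% = tunicamycin at 10 µg/mL and 0% = DMSO alone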
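Assay system: CHO-CHOP cells, stable luciferase reporter of PERK-eIF2a-CHOP signalling / Buffer or medium: F12 plus 10% serum / Compound dosing: one dose, 10 µM in 0.5% DMSO / Times: 6 h compound treatment, 37 °C / Technique: luciferase luminescence / Read-out: % reporter activation, DMSO baseline versus tunicamycin full activation / Benchmarks: tunicamycin and DMSO controls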
CXCR6 inh: blocks human CXCR6 beta-arrestin recruitment. O00574. CHO-K1 PathHunter CXCR6 beta-arrestin, luminescence. inhibition, % at 20 µM. hit rate 0.36% among 360,000. AID 602244; in the data active = inhibition above about 34%, passing the limit was not always enough;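 also: antagonist mode with CXCL16 agonist at 10 nM final; 0% = 10 nM CXCL16 with DMSO and 100% = unstimulated wells without agonist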
Target sequence (O00574 whole entry, looked up): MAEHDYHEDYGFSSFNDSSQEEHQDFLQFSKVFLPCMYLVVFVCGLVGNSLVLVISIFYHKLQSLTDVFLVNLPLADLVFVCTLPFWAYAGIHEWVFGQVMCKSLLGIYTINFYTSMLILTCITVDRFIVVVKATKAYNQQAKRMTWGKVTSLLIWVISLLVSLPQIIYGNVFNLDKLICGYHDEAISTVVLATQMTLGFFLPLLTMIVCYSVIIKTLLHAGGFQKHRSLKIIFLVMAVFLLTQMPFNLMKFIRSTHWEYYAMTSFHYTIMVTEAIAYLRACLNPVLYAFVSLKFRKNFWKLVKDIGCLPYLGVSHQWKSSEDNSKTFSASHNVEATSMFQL
Mdm2 MdmX PPI: human Mdm2/MdmX binding inhibition. AID 485346. hit rate 3% among 330,000. O15151+Q00987. SaOS-2 split-luciferase Mdm2/MdmX complementation, luminescence. inhibition, % at 8 µM;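 active = inhibition of at least 50% at 8 µM in the primary screen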
XBP1 UPR activ: activators of adaptive arm of unfolded protein response (XBP1); CHO-XBP1 luciferase reporter, IRE1-XBP1 UPR activation, luminescence; percent of tunicamycin response, DMSO as zero; activation, % at 20 µM; hit rate 0.33% among 330,000; AID 463104;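 active = versus positive control, 20 µM dose yields 30% or more activation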;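 also: 100% = tunicamycin at 10 µg/mL and 0% = DMSO only wells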
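Assay system: CHO-XBP1 luciferase reporter cells; Schedule: 6 h treatment, 37 °C; Detection: glow luminescence from Steady-Glo reagent; Benchmarks: high control tunicamycin 10 µg/mL final, low control DMSO vehicle only.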
tim23-1 inh: tim23-1 yeast growth inhibition. S. cerevisiae tim23-1 growth, BacTiter-Glo luminescence, 24 h. hit rate 1.3% among 330,000. inhibition, % at 20 µM;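 active = growth inhibition of the mutant yeast at or above 50%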;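 also: temperature-sensitive mutant grown at 25 °C; plate controls were DMSO-treated mutant yeast for no effect and medium wells lacking yeast for full effect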
tim10-1 inh: growth inhibitors of tim10-1 mutant yeast; S. cerevisiae tim10-1 ts strain growth, BacTiter-Glo, 24 h; inhibition, % at 20 µM; hit rate 2.2% among 330,000; AID 463190;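 active = inhibition of at least 40%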;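 also: mutant grown at 25 °C; 0% = DMSO wells with yeast and 100% = wells holding no yeast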
APJ antag: APJ receptor antagonism | CHO-K1 APJ beta-arrestin complementation, luminescence | inhibition, % at 20 µM | hit rate 0.32% among 330,000 | AID 2521;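 active = inhibition above about 40% at 20 µM, limit read from the data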;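 also: cells challenged with 10 nM apelin-13 agonist together with compound; plate controls were apelin-13 plus DMSO wells for no effect and DMSO wells lacking apelin-13 for full effect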
TIM10 inh: growth inhibitors of TIM10 yeast strain; S. cerevisiae TIM10 strain growth, BacTiter-Glo luminescence, 24 h; hit rate 1.4% among 330,000; inhibition, % at 10 µM;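 active = inhibition of 40% or more at the single tested concentration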;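 also: wild-type TIM10 isogenic control strain grown at permissive 25 °C; 0% = DMSO yeast wells and 100% = minimal medium wells without yeast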
* = called active by the depositor; · = no result given. The list is partial, so the mix of outcomes need not match the whole.

Under each structure – APJ agonist	UPR CHOP act	CXCR6 inh	Mdm2 MdmX PPI	XBP1 UPR activ	tim23-1 inh	tim10-1 inh	APJ antag	TIM10 inh
> Cc1cccc(NC(=O)/C(=C\c2cccs2)NC(=O)c2ccccc2)c1
 : -3.4	-0.2	5.6	-6.2	-0.2	17.2	1.3	9.8	17.3
> Cc1cc(NC(=O)CSc2ccc3c(c2)OCCO3)no1
 : 5.3	-3.3	-2.1	-2.5	-3.3	10.6	-4.1	1.4	6.7
> COc1ccc(CCNC(=O)c2cc(S(=O)(=O)N(C)C)ccc2N2CCCC2)cc1
 : -2.7	1.1	3.0	18.6	1.8	-0.5	-2.7	7.6	-2.0
> COc1ccc(C(=O)NNC(=O)CSc2nnc(C(C)C)n2C)cc1
 : -1.8	1.0	1.9	-12.0	-0.2	-5.9	3.3	-4.4	4.3
> O=C1c2ccccc2C(=O)N1CSc1nnc(Nc2ccccc2F)s1
 : -0.2	-0.8	-4.4	-38.5	1.7	8.7	24.1	-3.5	2.3
> Cc1ccccc1-n1c(-c2csc(C)c2C)n[nH]c1=S
 : -1.5	3.9	7.0	10.3	2.5	15.9	27.7	2.1	18.4
> COc1cc2c(cc1OC)C(Cc1ccc(O)cc1)NCC2 (stereo not drawn)
 : 3.2	1.0	-0.6	-4.1	-2.9	11.6	-0.9	2.1	-1.1
> CCCCN(C(=O)C1COc2ccccc2O1)c1c(N)n(CCC)c(=O)[nH]c1=O (stereo not drawn)
 : -3.9	4.3	-6.6	14.4	-3.3	7.0	0.9	1.7	8.0
> CCCOC(=O)c1cccc(NC(=O)c2cccnc2)c1
 : -2.8	-0.7	-5.9	-27.2	-2.3	-20.6	6.5	10.2	-0.2
> CCC(C)(C)NC(=S)Nc1ccc(-c2nc3ccc(C)cc3s2)cc1
 : -3.8	4.4	0.8	-295.3	-1.9	1.9	0.5	-22.0	-10.0
> COc1ccc(NC(=O)CC2C(=O)N(Cc3ccco3)C(=S)N2C(C)C)cc1 (stereo not drawn)
 : -0.9	0.2	-7.0	16.2	-1.2	11.1	21.4	1.1	2.2
> Cc1cccc(OCCC(=O)OC(C)C(=O)Nc2ccc(Cl)cn2)c1 (stereo not drawn)
 : -4.5	-0.6	-4.3	19.0	-1.0	38.7	28.1	-24.4	18.1
> CCN(CC(=O)NCc1ccc(F)cc1)C(=O)C1CCN(C(=O)Nc2ccccc2)CC1
 : -1.2	1.3	-5.2	-15.2	4.5	5.4	17.8	-8.5	-6.2
> COc1ccccc1CCn1c(N)c(C#N)c2nc3ccccc3nc21
 : -4.6	1.7	-8.4	3.7	-1.8	3.9	6.8	8.1	2.6
> O=C(Cc1c(F)cccc1Cl)OCC(=O)N1CCN(c2ccccc2)CC1
 : -0.8	4.0	1.8	-20.7	-0.4	16.2	4.7	-2.6	5.3
> O=S(=O)(NC1=NCCCCC1)c1ccc(Cl)cc1
 : 3.1	0.3	-0.1	-12.4	1.9	10.1	-2.7	-8.6	-3.3
> O=C(CN1CCC(C(=O)c2ccc(F)cc2)CC1)Nc1ccccc1
 : -2.1	-0.6	-0.9	26.6	3.6	6.4	13.9	6.7	12.8
> CC(C)N(Cc1nc(-c2ccccc2)no1)C(=O)C(C)(C)C
 : 0.2	1.2	-4.6	18.3	-3.5	11.4	15.7	5.9	9.8
> NC(=O)NC(=O)COC(=O)c1ccc2noc(-c3ccccc3)c2c1
 : 0.8	3.1	-13.1	5.1	1.8	11.5	-4.2	-7.6	14.6
> CN1CSC2=C(C#N)C(c3cccc(OCc4ccccc4)c3)CC(=O)N2C1 (stereo not drawn)
 : -0.5	-1.4	-6.8	14.1	0.1	23.2	11.2	8.8	6.6
> CCN1C(=O)[C@H]2[C@H]3CN=C(SCC4CC4)N3[C@@](Cc3ccccc3)(C(=O)OC)[C@H]2C1=O
 : ·	3.4	-1.2	16.5	1.9	14.4	-0.3	·	8.9
> CC(C)(C)c1ccc(S(=O)(=O)n2c(CN3CCOCC3)nc3ccccc32)cc1
 : 1.7	-2.3	-4.7	19.9	2.4	33.7	27.6	-5.1	37.4
> COc1ccc(Cc2nnc(SCC(=O)Nc3c(C)cccc3C)[nH]c2=O)cc1
 : 5.6	1.3	-4.5	1.1	-1.5	10.0	3.4	-42.1	15.1
> CSc1ccc(CNC(=O)C2Cc3cc(S(=O)(=O)N4CCCCC4)ccc3N2C(C)=O)cc1 (stereo not drawn)
 : -4.4	-0.1	5.4	10.6	0.2	-1.7	1.6	8.7	7.6
> COCc1cc(Sc2cccc(Cl)c2Cl)nc(-c2ccccc2)n1
 : -0.4	-0.1	3.4	4.4	-4.9	6.7	-39.2	13.4	-31.9
> Cc1cc(-c2cc(N)n(-c3ccccc3)n2)c(C)n1C1CCCC1
 : -1.8	4.9	3.3	49.6	2.6	24.4	-1.6	16.0	-2.5
> Cc1noc(C)c1C(=O)N(CC(C)C)c1nc2ccccc2s1
 : 0.4	-0.4	1.3	-1.5	-1.0	37.4	29.7	2.9	6.8
> C=CCOc1c(/C=N\NC(N)=O)cccc1OC
 : -6.1	-0.2	-4.2	11.5	-0.1	-1.5	1.0	19.6	-0.2
> CC(=O)n1cc([C@@H]2C=C(C(=O)NCc3ccccc3)O[C@H](OCc3ccc(CO)cc3)C2)c2ccccc21
 : 3.0	2.1	-5.1	9.3	-1.6	17.8	7.8	4.5	16.1
> O=C(CSCc1ccc(F)cc1)Nc1ccccc1C(=O)N1CCOCC1
 : -6.2	-0.4	-7.8	-3.1	-3.3	27.7	17.9	-56.8	-3.0

Next results follow.
Under each structure – APJ agonist	UPR CHOP act	CXCR6 inh	Mdm2 MdmX PPI	XBP1 UPR activ	tim23-1 inh	tim10-1 inh	APJ antag	TIM10 inh
> COc1ccc(N2CCN(CCNC(=O)c3ccc(NC(=O)C4CCCO4)cc3)CC2)cc1 (stereo not drawn)
 : 7.5	-0.5	-2.0	14.9	-2.7	3.7	13.4	-0.3	-3.0
> COc1ccc(-n2ncc3c2CC(C)(C)CC3NC(=O)CN2CCOC2=O)cc1 (stereo not drawn)
 : -3.3	-1.2	7.3	19.3	-4.5	-5.3	-15.6	10.3	-4.5
> CCN(CC(=O)Nc1c(F)cccc1F)C(=O)CCNS(=O)(=O)c1ccccc1C(F)(F)F
 : 1.0	1.0	-0.9	-1.9	-3.0	-0.8	-18.3	25.9	-5.7
> CC1Cc2ccccc2N1C(=O)COC(=O)c1ccc(S(=O)(=O)N(C)C)cc1 (stereo not drawn)
 : -1.2	-0.1	4.2	-21.4	2.5	11.2	-0.1	26.2	16.4
> O=C(CCC1CCCN(Cc2ccncc2)C1)NCc1ccc(F)c(F)c1 (stereo not drawn)
 : 0.5	0.0	2.2	-9.7	-6.1	6.0	8.3	-2.9	-0.8
> CCN1CCN(C(=O)CCCn2c(C)c3cnn(-c4ccccc4)c(=O)c3c2C)CC1
 : 1.3	1.4	-1.6	22.2	0.2	-7.6	13.2	9.9	-0.8
> CCOC(=O)N/N=C\c1ccc([N+](=O)[O-])o1
 : -1.2	1.9	-1.3	10.5	2.3	36.1	16.2	8.7	7.0
> COc1ccccc1OCC(=O)NNC(=O)C(=O)N1CCCC1
 : 0.8	1.5	0.2	0.7	1.8	7.5	12.8	-19.6	-14.8
> Clc1cccc(Cl)c1CNCCCSc1ncccn1
 : -3.3	2.5	0.3	-1.4	-0.2	-0.9	2.6	3.7	-7.1
> COc1ccccc1C(C(=O)NCc1ccccc1)N(C(=O)c1csnn1)C1CC1 (stereo not drawn)
 : -1.5	0.7	-0.5	7.0	-1.3	16.1	4.5	-8.2	5.1
> CCCNC(=S)Nc1cc2oc3ccccc3c2cc1OC
 : -6.6	1.2	9.1	4.1	5.2	51.9*	27.5	14.2	29.1
> Cc1nnc(SCC(=O)Nc2sc3c(c2C(N)=O)CCCC3)[nH]c1=O
 : -0.7	0.1	2.5	14.7	-0.9	15.6	20.1	1.5	-9.3
> COc1ccc(C(=O)O)cc1S(=O)(=O)N(C)CCc1ccccn1
 : -0.9	0.7	1.1	-18.3	4.2	3.4	-3.0	2.8	-17.4
> O=C(Cn1cc2c(n1)CCCC2)Nc1ccccc1Br
 : -2.6	1.2	0.5	-14.2	-1.2	22.7	18.4	15.8	7.5
> COc1ccccc1C1CCN(Cc2ccccc2Cl)CC1
 : -3.4	-1.3	8.1	-17.0	-2.4	16.9	-1.0	11.9	11.6
> CN1CCN(C(=O)C2CCC(C)(C(=O)O)C2(C)C)CC1 (stereo not drawn)
 : 0.7	-0.9	1.2	-6.1	0.1	24.1	1.9	-11.9	-17.9
> Cc1ccc(-c2cc(C(=O)NCCN3CCOCC3)no2)cc1
 : 0.4	-1.1	-3.2	27.6	-1.9	2.9	-3.7	-19.7	-8.5
> CC1COc2ccccc2N1C(=O)c1ccc(F)cc1 (stereo not drawn)
 : -3.8	-0.7	-0.7	-16.8	-2.8	13.1	6.6	-15.6	3.4
> CCc1cccc(CC)c1NC(=O)CSc1nnc(CCC(=O)O)c(=O)[nH]1
 : -1.1	-1.0	0.8	-5.2	-1.2	0.8	6.0	-17.5	-3.8

Sorted by count of non-hydrogen atoms (descending): part of the list above
Under each structure – APJ agonist	UPR CHOP act	CXCR6 inh	Mdm2 MdmX PPI	XBP1 UPR activ	tim23-1 inh	tim10-1 inh	APJ antag	TIM10 inh
> COc1ccc(N2CCN(CCNC(=O)c3ccc(NC(=O)C4CCCO4)cc3)CC2)cc1 (stereo not drawn)
 : 7.5	-0.5	-2.0	14.9	-2.7	3.7	13.4	-0.3	-3.0
> O=C(Cn1cc2c(n1)CCCC2)Nc1ccccc1Br
 : -2.6	1.2	0.5	-14.2	-1.2	22.7	18.4	15.8	7.5
> CCOC(=O)N/N=C\c1ccc([N+](=O)[O-])o1
 : -1.2	1.9	-1.3	10.5	2.3	36.1	16.2	8.7	7.0
